CCR6 antag = antagonists of human CCR6 receptor; inhibition, % at 20 µM; CHO-K1 CCR6 PathHunter beta-arrestin, luminescence, CCL20-stimulated; actives 0.49% (n = 340,000); P51684;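 active means compounds whose inhibition of the agonist-driven luminescence signal at 20 µM reaches about 50%, limit read from the data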;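 further: cells stimulated with CCL20 at 14 nM final; plate controls were DMSO with CCL20 for no effect and DMSO without agonist for full effect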
Target sequence (P51684 whole entry, looked up): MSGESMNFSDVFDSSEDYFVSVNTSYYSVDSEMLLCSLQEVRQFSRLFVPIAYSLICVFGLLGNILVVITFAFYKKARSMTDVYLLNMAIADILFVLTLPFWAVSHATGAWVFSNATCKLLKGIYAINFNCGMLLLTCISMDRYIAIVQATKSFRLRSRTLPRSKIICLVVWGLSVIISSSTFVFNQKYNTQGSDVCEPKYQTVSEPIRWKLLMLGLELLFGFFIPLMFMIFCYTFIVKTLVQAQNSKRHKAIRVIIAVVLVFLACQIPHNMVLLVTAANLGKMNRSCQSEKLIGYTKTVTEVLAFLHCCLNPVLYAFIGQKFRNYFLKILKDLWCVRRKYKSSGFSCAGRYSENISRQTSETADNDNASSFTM
Jurkat NFkB inh = inhibitors of the PMA/ionomycin-induced NF-kB reporter in Jurkat cells; PMA/ionomycin-induced NF-kB luciferase reporter, luminescence; inhibition, % at 4 µM; actives 0.53% (n = 330,000); in the data active means inhibition above about 50%
Gli-Sufu block = blocks Gli-Sufu signaling in a luciferase reporter | Sufu-KO-LIGHT fibroblasts, Gli luciferase reporter luminescence | inhibition, % at 5 µM | actives 0.74% (n = 340,000);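 active means inhibition above about 55%, limit read from the data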;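 further: 0% = DMSO-treated cells and 100% = wells with medium but no cells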
APJ antag = APJ receptor antagonism; P35414; CHO-K1 APJ beta-arrestin complementation, luminescence; inhibition, % at 20 µM; actives 0.32% (n = 330,000); AID 2521;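 active means inhibition above about 40% at 20 µM, limit read from the data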;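 further: cells challenged with 10 nM apelin-13 agonist together with compound; plate controls were apelin-13 plus DMSO wells for no effect and DMSO wells lacking apelin-13 for full effect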
EBI2 antag = blocks human EBI2 receptor beta-arrestin signaling. P32249. EBI2 beta-arrestin recruitment, luminescence, 7a,25-OHC stimulated. inhibition, % at 5 µM. actives 0.81% (n = 360,000). AID 651636; in the data active means inhibition above about 38%;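 further: enzyme fragment complementation signal reports receptor beta-arrestin coupling in cells; 0% = agonist plus DMSO wells and 100% = wells without agonist; some results beyond the cut were filed as inactive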
Target sequence (P32249 whole entry, looked up, the tested form may be a part): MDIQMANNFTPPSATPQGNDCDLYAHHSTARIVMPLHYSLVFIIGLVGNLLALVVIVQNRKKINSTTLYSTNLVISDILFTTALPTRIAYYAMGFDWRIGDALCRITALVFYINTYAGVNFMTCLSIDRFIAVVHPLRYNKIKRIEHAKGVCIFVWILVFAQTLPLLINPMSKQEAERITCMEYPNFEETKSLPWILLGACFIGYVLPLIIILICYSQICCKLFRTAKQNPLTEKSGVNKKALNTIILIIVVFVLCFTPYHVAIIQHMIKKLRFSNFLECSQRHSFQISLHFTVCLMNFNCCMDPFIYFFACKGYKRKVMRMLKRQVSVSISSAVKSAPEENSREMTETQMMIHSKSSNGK
CXCR6 inh = CXCR6 (human) receptor inhibition | actives 0.36% (n = 360,000) | inhibition, % at 20 µM | CHO-K1 PathHunter CXCR6 beta-arrestin, luminescence | O00574; in the data active means inhibition above about 34%, passing the limit was not always enough;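 further: antagonist mode with CXCL16 agonist at 10 nM final; 0% = 10 nM CXCL16 with DMSO and 100% = unstimulated wells without agonist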
697 NFkB inh = lowers PMA/ionomycin-induced NF-kB signal in 697 B cells; inhibition, % at 4 µM; actives 0.33% (n = 330,000); 697 B-cell NF-kB luciferase reporter, 16 h; AID 435022; in the data active means inhibition above about 35%
UBC13 inh = blocks human UBC13 polyubiquitin chain formation; P61088; TR-FRET; inhibition, % at 20 µM; actives 0.47% (n = 330,000); AID 485273; in the data active means inhibition above about 45%, passing the limit was not always enough
Target sequence (P61088 whole entry, looked up): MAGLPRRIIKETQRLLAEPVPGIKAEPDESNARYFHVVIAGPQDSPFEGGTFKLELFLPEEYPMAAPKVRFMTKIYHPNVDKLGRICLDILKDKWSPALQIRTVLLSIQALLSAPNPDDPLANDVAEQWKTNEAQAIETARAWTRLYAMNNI
The depositor's hits bear a star; i = inactive; / = no result given. This is a subset. The share of hits here may be higher or lower than overall.

SMILES	CCR6 antag	Jurkat NFkB inh	Gli-Sufu block	APJ antag	EBI2 antag	CXCR6 inh	697 NFkB inh	UBC13 inh
CC(C)N(Cc1ccco1)/N=C/c1c(O)n(Cc2ccccc2)c(=O)[nH]c1=O	20	-2	0	-8	7	10	-24	2
COc1ccccc1CCNCc1cccc(C(F)(F)F)c1	5	1	4	0	-6	4	5	52*
COC(=O)C1=C(c2cc3ccccc3o2)C[C@@H]2CC[C@H]1N2C(=O)N1CCCC1	15	4	7	-3	5	6	1	-4
CCCCn1c(N)c(N(CCOC)C(=O)CN2CC=C(c3ccccc3)CC2)c(=O)[nH]c1=O	9	12	-6	-1	-5	1	-3	1
O=c1cccc2n1CC1CC2CN(c2ncnc3c2cnn3-c2ccccc2)C1 (configuration not stated)	-5	-6	6	-5	-3	-6	22	2
CCN(CC)c1ccc(CC2C(=O)N(C)C(=O)N(C)C2=O)cc1	4	14	2	1	2	-6	12	-7
C[C@]12CCC3[C@@H](CCC4=CC(=O)CC[C@@]43CO)C1CCC2=O (some centres not stated)	4	-5	37	-11	-8	4	-12	1
CCc1cccc(CC)c1N(COC)C(=O)CCl	10	/	3	/	-8	0	/	/
C[N+](C)(C)CC1CCCC1=O (configuration not stated)	1	/	17	/	-4	2	/	/
CN1CCN(C(=O)Cc2ccccc2)CC1	2	10	7	11	0	-5	11	-1
C=CCn1c(O)c(C(C)=NCC2CCCO2)c(=O)[nH]c1=O (configuration not stated)	-5	-2	5	-3	-9	-3	3	0
COC(=O)C1=C(c2ccc(-c3ccccc3)c(F)c2)C[C@@H]2CC[C@H]1N2C(=O)NCc1ccco1	14	4	-3	-3	21	14	-18	-20
C[C@]12CC[C@H](O)CC1C(=O)CC1C2CC[C@@]2(C)C1CC[C@@H]2O (some centres not stated)	3	-14	-8	8	-3	1	-16	-12
COc1cccc(C(=O)C2CCCN(Cc3ccc(F)cc3)C2)c1 (configuration not stated)	21	-3	19	20	7	-4	-4	6
NCC1(CC(=O)O)CCCCC1	/	6	/	-4	/	/	20	-3
O=C(CN1CCN(C(=O)COc2cccc(F)c2)CC1)Nc1ccc(Cl)c(C(F)(F)F)c1	-1	-2	3	-4	9	-10	-20	4
Cc1cc(Cl)ccc1C(=O)C1CCCN(Cc2ccon2)C1 (configuration not stated)	2	-12	17	3	2	-3	-4	13
O=C(N/N=C/c1c(O)n(CCc2ccccc2)c(=O)[nH]c1=O)c1ccncc1	13	/	-7	/	-2	12	/	/
O=C(Cc1ccccc1)OCC(=O)c1ccccc1	12	9	-6	16	-7	-5	10	-2
O=C(c1ccc(Cl)cc1)N1CCC2(CC1)OCCO2	12	-25	-3	-9	4	0	-47	-9
CC(=O)c1ccc(OCC(=O)N2CCCC(N(C)Cc3ccccc3)C2)cc1 (configuration not stated)	8	14	2	3	-20	-2	-3	4
Cc1cccc(-n2c(O)c(C=NCCCN3CCOCC3)c(=O)[nH]c2=O)c1C	1	17	2	13	-13	3	33	-6
COc1ccc(CC2(CCc3ccncc3)C(=O)NC(=O)NC2=O)cc1OC	13	7	-3	-1	-7	5	7	9
CCN(CC)C(=O)c1ccc(NC(=O)COc2ccccc2F)cc1	-6	1	-10	0	-16	-4	9	13
C=C1C(=O)O[C@@H]2C[C@@H](C)[C@@H]3C4OC4C(=O)[C@@]3(C)[C@@H](O)[C@H]12 (some centres not stated)	29	58*	18	42*	42	34	i	-3
CSc1ccccc1C(=O)C1CCCN(Cc2ccn[nH]2)C1 (configuration not stated)	3	10	-8	7	-3	-7	13	11
c1ccc(-c2cc(-c3ccccc3)[n+](-c3ccccc3)c(-c3ccccc3)c2)cc1	14	10	73*	-26	6	-10	-77	2
N=Cc1c(O)n(-c2ccccc2)c(=O)n(-c2ccccc2)c1=O	-8	-48	-3	4	-2	4	-20	-1
CCCCOP(=O)(CN1CCOCC1)OCCCC	-12	-12	-1	-27	2	2	5	2
Cc1csc(NC(=O)C(Cl)c2ccccc2)n1 (configuration not stated) (tested in a mixture with another compound)	14	-20	1	8	3	-4	-7	6
CCOc1cc2c(cc1OCC)-n1cccc1C(c1ccc(C(C)C)cc1)NC2 (configuration not stated)	20	2	9	9	9	8	-2	25
O=C(c1cc(C(=O)NCc2ccccc2)c(=O)n(Cc2ccccc2)c1)c1cc(Br)ccc1O	27	3	9	4	21	-8	-46	-30
CN(C)CCN=Cc1c(O)n(C2CCCCCC2)c(=O)[nH]c1=O	-15	-11	-4	-19	-1	3	-14	-1
COCCCNC(=O)Cn1cc(/C=C2\C(=O)NC(=O)N(c3ccccc3F)C2=O)c2ccccc21	8	-21	-10	-15	-3	12	-3	-4
COC(=O)C1=C(c2cc3ccccc3o2)C[C@@H]2CC[C@H]1N2C(=O)NCc1ccc(F)cc1	8	18	7	23	16	9	-1	15
C=CCN1C(=O)NC(=O)/C(=C/c2ccc(N(C)C)c(Br)c2)C1=O	3	2	9	-3	-9	0	29	-22
CC(C)(C)c1nc(NCc2ccc3c(c2)OCO3)c2nnn(Cc3ccccc3Cl)c2n1	9	-1	-11	-5	15	-15	-35	-4
Cc1c(C(=O)N2CCC3(CC2)OCCO3)oc2ccccc12	9	0	4	9	4	2	21	6
CCc1ccc(CN2CCN(Cc3cc(Br)ccc3O)CC2)cc1	-3	-13	16	9	3	-4	-8	4
O=C(O)Cn1cc(C(=O)c2ccccc2F)c2ccccc21	2	-5	-7	17	5	-1	6	5
Cc1ccccc1C1=NCC(=O)N(CC(=O)N2CCCCC2)c2sc(C)c(C)c21	2	1	6	5	11	-7	23	-1
Clc1cccc(N2CCNCC2)n1	14	-32	-4	11	-7	2	14	1
COc1ccc(CN2Cc3cnnn3-c3ccccc3C2C)cc1 (configuration not stated)	-6	/	-1	/	-34	0	/	/
Cc1cccc(-n2c(O)c(/C=N/NC(=O)c3ccncc3)c(=O)[nH]c2=O)c1	1	17	-12	-5	-19	-2	2	-1
Cn1cc(/C=C2\C(=O)NC(=O)N(c3ccccc3)C2=O)c2ccccc21	0	-16	3	9	0	-5	14	-35
O=[N+]([O-])c1cc(F)c(N2CCCCCC2)cc1N1CCNCC1	16	3	13	10	-8	4	29	-52
COc1ccc(C2SCC(=O)Nc3c2c(C)nn3C2CCOC(C)(C)C2)cc1 (configuration not stated)	-1	0	-15	-1	-6	2	1	-11
CC1=C2C(=O)C3C(CC=C4CC(O)CCC43C)C2CCC12OC1CC(C)CNC1C2C (configuration not stated)	17	-7	19	30	-5	10	-8	6
COc1cc(OC)cc(C(=O)Nc2ccc(Br)cc2C(=O)c2ccccc2)c1	19	14	-1	6	19	8	6	-3
O=C(COc1ccc2ccc(=O)oc2c1)N1C[C@H]2C[C@@H](C1)c1cccc(=O)n1C2	5	-1	4	-16	-1	2	13	-12
C=COCCn1c(C)c(C(C)=O)c2cc(O)ccc21	0	-13	-2	-37	-7	-16	-9	6
Cc1cc(OCC(=O)N2CCC(C(=O)O)CC2)c2c3c(c(=O)oc2c1)CCC3	0	11	2	7	-2	6	26	6
CCCCSP1(=S)NCCCO1 (configuration not stated)	-4	-18	9	4	4	-2	1	1
O=C(c1ccco1)c1cn(Cc2ccccc2)c2ccccc12	7	-2	-9	-5	-14	13	-16	39
Cc1ccccc1N1CCN(Cc2ccc3c(c2)OCO3)CC1	3	9	-6	26	0	3	6	6
C=C[C@H]1CN2CC[C@H]1C[C@@H]2[C@@H](O)c1ccnc2ccccc12	3	4	7	4	-8	-2	-10	3
Cc1ccc(CN2CCN(Cc3ccccc3F)CC2)cc1	15	8	18	-19	-3	12	24	1
COc1ccc(C(=O)C2CCCN(CCO)C2)c(C)c1 (configuration not stated)	-3	-5	16	111*	1	14	-9	0
CCOC(=O)c1c(C)n(Cc2ccccc2)c2ccc(OCC(O)CN3C(=O)CNC3=O)cc12 (configuration not stated)	24	9	0	4	3	2	20	9
NC(=S)N/N=C/c1coc2ccccc2c1=O	-10	2	-1	-22	-10	-3	1	-5
Continuation:
SMILES	CCR6 antag	Jurkat NFkB inh	Gli-Sufu block	APJ antag	EBI2 antag	CXCR6 inh	697 NFkB inh	UBC13 inh
O=C1CN=C(c2ccccc2)c2c(sc3c2CCCC3)N1	26	-3	-5	7	16	2	-4	-2
CC12CN3CN(C1)CC(c1ccccc1)(C3)C2=O	-19	-7	-105	4	-6	4	11	4
c1ccc(CCc2ccc3n2Cc2cnnn2-c2ccccc2-3)cc1	14	/	-5	/	30	9	/	/
CCN(CC)P(=O)(c1nccn1C)N(CC)CC	5	5	0	10	-8	3	-3	7
Cc1cc(C)cc(NC(=S)NC2CC3CCCC(C2)N3Cc2cccs2)c1 (configuration not stated)	-2	3	-4	18	4	3	9	10
O=[N+]([O-])c1cccnc1N1CCCNCC1	0	5	4	-23	1	2	13	-4
Cn1c(=O)c2c(nc(N/N=C/c3c(O)n(-c4ccccc4)c(=S)[nH]c3=O)n2C)n(C)c1=O	26	1	-2	-6	3	14	-3	-26
Cc1ccc(N2C(=O)/C(=C/c3ccc(CN(CCC#N)S(C)(=O)=O)o3)C(=O)NC2=S)cc1	-2	2	-10	15	-6	6	-11	-23
COc1cccc(NP(=O)(Oc2ccccc2)Oc2ccccc2)c1	-7	62*	1	-28	7	4	-51	12
CN1CCN(C(=O)COc2ccc(N(C)S(=O)(=O)c3ccc(F)cc3)cc2)CC1	-11	6	-13	8	-2	2	4	-1
Cc1cc(/C=C2\C(=O)NC(=O)N(c3cccc(Br)c3)C2=O)c(C)n1C	20	2	-6	-6	-1	9	22	-10
Cc1ncc([N+](=O)[O-])n1CCOC(N)=O	-1	-20	3	-16	-9	5	10	-1
CCP(=S)(CC)c1ccc(N(C)C)cc1	0	-11	-3	7	7	-3	5	-3
COc1nc2ccccc2c(=O)n1-c1ccc(C)cc1	14	9	-6	0	5	7	-39	-10
Cc1cc(OC(=O)c2ccco2)c2c3c(c(=O)oc2c1)CCCC3	18	0	13	25	-16	6	-15	9
O=C(Cn1c(=S)[nH]c2ccccc2c1=O)N1CCC2(CC1)OCCO2	-3	-5	4	11	-6	1	10	6
CN(C)c1ccc(NC(=O)CN2C(=O)CN=C(c3ccccc3)c3ccccc32)cc1	-33	4	5	5	-6	10	10	7
C=CCn1c(O)c(/C=N/NC(=O)CCCC)c(=O)[nH]c1=S	4	3	4	-5	0	0	15	10
COc1ccc(C(O)P(=O)(Oc2ccccc2)Oc2ccccc2)cc1 (configuration not stated)	9	-14	3	0	-3	-3	10	3
Cc1cc(=O)oc2cc(OCC(=O)N3C[C@H]4C[C@@H](C3)c3cccc(=O)n3C4)ccc12	-6	8	2	19	1	5	10	-6
O=C(CSC1c2ccccc2-c2ccccc21)N/N=C/c1ccc(C(=O)O)cc1	2	4	-16	-11	1	-6	1	2
CC12CC[C@H]3[C@@H](CCC4(O)C[C@H](O)CCC34/C=N/NC(=O)Cc3ccccc3)C1(O)CCC2C1=CC(=O)OC1 (some centres not stated)	-3	-10	2	8	-21	5	-1	-2
